# T cell modulator = T cell immune modulation candidate | AID 2052 | 2C CD8+ T cell-vesicle binding, flow cytometry; hits give low values | calls only at 7 µM | hit rate 0.068% among 330,000;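 active means response, share of CD8 T cells binding vesicles, and their 90th percentile fluorescence all below set limits, cut at about 80% in these data, passing the limit was not always enough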
#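 Also added: QL9-peptide-loaded Drosophila micro-vesicles bearing Ld, ICAM-1 and B7-1; Test system: purified 2C TCR transgenic mouse naive CD8+ T cells; Measured by: cytometric PE anti-B7-1 and Alexa647 anti-CD8 signals after 1% paraformaldehyde fixation; Timing: binding step 1.5 h, 37 °C, antibody labelling 20 min, ice.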
# T cell modulator vesicle-bound % = also measured in T cell modulator; calls as there; double positive events, %; measured here: CD8+ vesicle-bound cell fraction;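 binding gate set so that unloaded-vesicle control wells show 10% double positive cells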
# * hit, by the source's call; i = inactive; + = active, no number.
smiles,T cell modulator,T cell modulator vesicle-bound %
Cn1c(CC(=O)Nc2ccccc2F)nnc1SCC(=O)Nc1nncs1,i,31
Cc1c(C)c2c(OCC(=O)N3CCC[C@H]3C(=O)O)cc3c(c2oc1=O)CCC(C)(C)O3,i,29
COc1ccc(/C(N)=N/OC(=O)c2c(-c3ccccc3Cl)noc2C)cc1OC,i,45
CCCCCCOC(=O)C1=C(C)NC(=O)NC1c1ccc2c(c1)OCO2 (stereo unspecified),i,59
CCCCN(C)CCNC(=O)c1cc2c(-c3ccccc3F)nn(C)c2s1,i,61
CCC(C)Sc1ccc([C@@H]2[C@H]3C(=O)N(CC)C(=O)[C@H]3[C@]3(C(=O)OC)CCCCN23)cc1 (stereo partly specified),i,44
COc1ccc(OC)c(S(=O)(=O)NCC(c2cccs2)N2CCc3ccccc3C2)c1 (stereo unspecified),i,65
O=C1/C(=C\c2ccc(O)cc2)SC(=S)N1Cc1ccccc1,i,50
COc1ccc(S(=O)(=O)N2CCOC23CCN(C(=O)c2c(F)cccc2Cl)CC3)cc1,i,36
O=c1nc(-c2ccccc2)c2cc(Br)ccc2[nH]1,i,57
COc1cc2c(c(OC)c1OC)-c1ccc(OC)c(=O)cc1C(NC(C)=O)CC2 (stereo unspecified),i,67
O=S(=O)(NCC1CC1)c1cc(Cl)cc(Cl)c1,i,10
CCn1cc(C(=O)N[C@H](C(=O)NCCN2CCOCC2)C(C)C)c(=O)c2cc3c(cc21)OCO3,i,17
COc1cc2nc(CN3CCN(S(=O)(=O)c4ccc(Br)cc4)CC3)[nH]c(=O)c2cc1OC,i,52
COc1ccc(C(=O)NCC(=O)N2CCN(c3ncccn3)CC2)cc1OC,i,40
O=C1OC2(c3ccccc31)c1cc(I)c(O)c(I)c1Oc1c2cc(I)c(O)c1I,i,61
CCOc1ccccc1OCCC(=O)Nc1ccc2c(c1)OCO2,i,37
CC(C)(C)[C@H]1CCC(=O)N([C@H](CSc2ccccc2)Cc2ccccc2)CC1,i,24
Cn1cc(CCC(=O)NCCCc2ccccc2)c2ccccc21,i,33
CC(C)N(C)Cc1cn(C)nc1-c1ccc(Oc2ccccc2)cc1,i,9
Cc1ccc(NC(=O)Nc2ccc3c(c2)nnn3C)cc1C,i,63
CC1(c2ccc(OC(F)F)cc2)NC(=O)N(CC(=O)N2CCN(C(=O)c3ccco3)CC2)C1=O (stereo unspecified),i,36
Cc1cc(NC(=O)CSc2[nH]c(=O)cc(C(F)(F)F)c2C#N)no1,i,40
COc1ccc(C(CNC(=O)c2ccc(Cl)c(NC(=O)c3cccs3)c2)N2CCCC2)cc1 (stereo unspecified),i,20
CCOC(=O)C1CCN(c2cc3c(cc2NC(=O)c2ccc(OC)c(OC)c2)n(C)c(=O)n3C)CC1,i,10

# Additional records.
smiles,T cell modulator,T cell modulator vesicle-bound %
CCN(c1ccccc1)S(=O)(=O)c1ccc(Cl)c(NC(=O)c2ccc(=O)[nH]n2)c1,i,13
C#CCOCCOCCOCCNc1nc(N2CCN(C(=O)CCCCCCCCCCNC(=O)[C@H](CCCCN)n3cc(CCCC(=O)O)nn3)CC2)nc(N2CCN(C(=O)CCCCCCCCCCNC(=O)[C@@H]([C@H](C)O)n3cc(C)nn3)CC2)n1,i,26
Cn1cc(S(=O)(=O)N2CCCC2)cc1C(=O)NCc1ccccc1,i,46
O=C(CNC(=O)c1sc2ccccc2c1Cl)NCc1ccc(F)cc1,i,14
Cc1ccc(-n2c(SCC(N)=O)nc3c(oc4ccccc43)c2=O)cc1,i,35
O=S(=O)(Nc1ccccc1N1CCOCC1)c1ccc(Cl)cc1,i,8
Cc1ccc(C2(c3ccccc3)NC(=O)N(CC(=O)N(C)C3CCS(=O)(=O)C3)C2=O)cc1C (stereo unspecified),i,22
CC(C)[C@@H](C(=O)NCc1ccco1)N1C(=O)N2CCc3c([nH]c4ccccc34)[C@@]2(C)C1=O,i,26
COc1ccc(S(=O)(=O)N2CCc3ccccc32)cc1C(=O)O,i,60
COCCCn1c(=O)c2ccccc2n2c(=S)[nH]nc12,i,48
CCOc1ccc(NC(=O)c2ccccc2C(=O)c2ccccc2)cc1OCC,i,59
COc1cccc(CNC(=O)CSc2nc3c(oc4ccccc43)c(=O)n2CC2CCCO2)c1 (stereo unspecified),i,40
COc1cc2c(cc1OC)CN(CCOc1ccc(Br)cc1)CC2,i,15
Cc1ccc(S(=O)(=O)c2nc(-c3ccccc3F)oc2N2CC(C)OC(C)C2)cc1 (stereo unspecified),i,26
CC(C)C(=O)Nc1ccc(C(=O)CN2C(=O)NC3(CCOc4ccccc43)C2=O)cc1 (stereo unspecified),i,34
COc1cc(S(=O)(=O)NCc2ccc(F)cc2)ccc1-n1cnnn1,i,33
COc1ccc(-c2oc3cccnc3c2-c2ccc(OC)nc2)cc1,i,26
O=C(NC1CCCC1)C(c1ccco1)N(C(=O)c1ccco1)c1ccc(F)cc1 (stereo unspecified),i,52
Cc1cccc(C(=O)OCC(=O)N2CCCC2=O)c1[N+](=O)[O-],i,21
Cc1ccc(CNC(=O)C2CCC(=O)N(Cc3ccc(Cl)cc3)C2)cc1F (stereo unspecified),i,66
Cc1ccnc(NC(=O)CCC(=O)c2cccs2)c1,i,26
COc1cccc(N2C(=O)CN(Cc3cc(OC)c(OC)c(OC)c3)C2=S)c1,i,42
O=C(Cc1ccsc1)NNC(=O)c1ccccc1O,i,30
CSc1cccc(CNC(=O)C2CCC(=O)N(CCCN3CCCC3=O)C2)c1 (stereo unspecified),i,28
CCC(CC)CN1C(N(C)C)=NC[C@@H]1CC(C)C,i,23

# Other records.
smiles,T cell modulator,T cell modulator vesicle-bound %
CC1CCN(S(=O)(=O)c2nnc(NC(=O)c3cccc(Cl)c3)s2)CC1,i,20
Cc1ccc(C(NC(=O)CN2C(=O)NC3(CCCC3)C2=O)c2ccccc2)cc1 (stereo unspecified),i,38
C/C(=N\OCc1ccc(C#N)cc1)c1ccc(S(=O)(=O)N(C)C)cc1,i,63
CC(=O)N1CCN(C(=O)c2ccc(Cl)c(S(=O)(=O)N3CC(C)OC(C)C3)c2)CC1 (stereo unspecified),i,51
O=C(O)c1c2c(nc3ccc(S(=O)(=O)N4CCC(C(=O)NCc5ccc(Cl)cc5)CC4)cc13)CCCC2,i,43
Cc1nn(Cc2ccccc2)c(C)c1CNC(=O)[C@H](C)N=C1NS(=O)(=O)c2ccccc21,i,17
Cc1cc(C)c(S(=O)(=O)c2cccc(C)c2C)c(=O)[nH]1,i,48
CC(CN1CCCCC1)OC(=O)/C=C/c1ccccc1 (stereo unspecified),i,18
Cc1ccc(-n2c(SCC(=O)Nc3ccc(Cl)cc3)nc(O)cc2=O)cc1,i,20
CC(Sc1n[nH]c(=O)n1Cc1ccccc1)C(=O)NC1CCCCC1C (stereo unspecified),i,52
O=S(=O)(Nc1cccc(Br)c1)c1cccc2nsnc12,i,62
Cc1ccc(C)c(S(=O)(=O)NCc2ccc(C(=O)N3CCOCC3)cc2)c1,i,13
NN1C(=O)/C(=C2/Sc3ccccc3N2CCCS(=O)(=O)O)SC1=S,i,46
COc1cccc(C(=O)O/N=C(\N)c2ccccn2)c1,i,42
Cc1ccccc1C(=O)NNC(=O)c1ccc2nc[nH]c2c1,i,38
Cc1ccc(CN2CCN(Cc3cc4ccccc4o3)CC2CCO)cc1 (stereo unspecified),i,50
Cc1cccc(N2CCN(C(=O)c3noc4c3COc3ccc(C)cc3-4)CC2C)c1 (stereo unspecified),i,40
O=C(N/N=C/c1cc(Br)c(O)c(Br)c1)c1cc2c(ccc3ccccc32)o1,i,22
CCCCNc1c(-c2ccc(SC(C)CC)c(OC)c2)nc2ccc(C)cn12 (stereo unspecified),i,15
COC(CNC(=O)c1ccc2c(c1)nc(C)n2-c1cc(C)cc(C)c1)OC,i,16
Cc1ccc(S(=O)(=O)N2CCN(C(=O)CNC(=O)c3ccc(Cl)cc3)CC2)cc1,+,1.7*
CCn1c(CN(C)c2ccccc2)nc2ccccc21,i,61
COc1ccc(-c2nnc(NC(=O)Cc3ccccc3)o2)cc1,i,7
Cc1nn(-c2ccccc2)c(C)c1NC(=O)COC(=O)CCOc1ccccc1,i,14
COC(=O)c1cc(S(=O)(=O)NCC2CCN(CCc3cccs3)CC2)cn1C,i,11

# Remaining list, next part.
smiles,T cell modulator,T cell modulator vesicle-bound %
CCC1CN(C(=O)NCc2ccc(C)cc2)c2ccccc2O1 (stereo unspecified),i,27
O=S(=O)(c1c(F)cccc1F)N1CCN(Cc2c(O)ccc3ccccc23)CC1,i,11
O=S(=O)(Nc1ccc2c(c1)OCCO2)c1cccc(F)c1,i,58
COc1cc(CN2CCNC(=O)C2CC(=O)N(C)CCC2CCOCC2)cc(OC)c1 (stereo unspecified),i,57
CCOc1ccc(C(=O)OCC(=O)Nc2cccc(S(=O)(=O)N3CCCC3)c2)cc1,i,36
COc1ccc(CN2C(=O)c3cccnc3C2=O)cc1S(=O)(=O)N1CCCCC1,i,37
CCC(C)[C@H](NC(=O)N1CC(=O)Nc2ccccc21)C(=O)Nc1nccs1 (stereo partly specified),i,6
CCN(Cc1nc(-c2ccccc2)no1)C(=O)c1ccoc1C,i,29
CS(=O)(=O)c1ccc(C(=O)OCC(=O)NCc2cccs2)cc1[N+](=O)[O-],i,34
Cc1ccc(S(=O)(=O)Nc2c(C)cc(C)nc2Cl)cc1,i,47
CC[C@@]12C(=O)N(c3cccc(F)c3)C(=O)N1[C@H](c1ccc(Cl)cc1)[C@@H]1C(=O)N(C3CCCCC3)C(=O)[C@@H]12,i,31
CC(C)(C)c1ccc(OCCCCCCN2CCNCC2)cc1,i,26
Cc1oc2c(O)c(O)ccc2c(=O)c1-c1ccc(Cl)cc1,i,69
COc1ccc(C(=O)C2CCCN(C(=O)c3cc(C4CC4)[nH]n3)C2)c(C)c1 (stereo unspecified),i,0
Cc1cc(NC(=O)CSc2nc(=O)n(CCCN(C)C)c3c2CCCC3)no1,i,27
O=C(CNC(=O)c1cccs1)N/N=C/c1ccccc1[N+](=O)[O-],i,52
Cc1nn(-c2ccccc2)c(C)c1NC(=O)COC(=O)c1ccc(Cl)c(N)c1,i,39
Cc1ccc(C)c(NC(=O)CC2Oc3ccccc3NC2=O)c1 (stereo unspecified),i,48
Cc1sc2ncnc(SCC(=O)Nc3ccc(S(=O)(=O)N4CCOCC4)cc3)c2c1C,i,39
COCCCNC(=O)c1cn(C)c(=O)c2c1c1ccccc1n2C,i,10
COc1cc(C)ccc1OCC(=O)OCC(=O)c1ccc[nH]1,i,44
CC(=O)N1CCN(C(=O)c2ccc(Cl)c(NC(=O)c3cccs3)c2)CC1,i,18
O=C(CN1C(=O)c2ccccc2C1=O)Nc1cccc(Cl)c1,i,62
CCOc1ccc(S(=O)(=O)N2CCCCC2)cc1NC(=O)CSCc1c(C)noc1C,i,59
COc1ccc(OCC(=O)Nc2ccc3c(c2)nc(CCN2CCN(C)CC2)n3C)cc1,i,54

# Some of the entries so far, as labelled records.
Cn1cc(S(=O)(=O)N2CCCC2)cc1C(=O)NCc1ccccc1
  T cell modulator: i; T cell modulator vesicle-bound %: 46
O=C(CNC(=O)c1sc2ccccc2c1Cl)NCc1ccc(F)cc1
  T cell modulator: i; T cell modulator vesicle-bound %: 14
Cc1ccc(-n2c(SCC(N)=O)nc3c(oc4ccccc43)c2=O)cc1
  T cell modulator: i; T cell modulator vesicle-bound %: 35
O=S(=O)(Nc1ccccc1N1CCOCC1)c1ccc(Cl)cc1
  T cell modulator: i; T cell modulator vesicle-bound %: 8

# More records follow.
smiles,T cell modulator,T cell modulator vesicle-bound %
O=C(CCCNC(=O)c1ccc(Cl)cc1)Nc1ccccc1C(F)(F)F,i,24
Cc1cc(C)n(CCC(=O)Nc2ccc(-c3ccno3)cc2)n1,i,1
COc1cc(OC)c2cc(C(=O)N[C@@H](Cc3ccccc3)C(=O)O)n(C)c2c1,i,29
O=C(CSc1nc(=O)n(CCCN2CCOCC2)c2c1CCCC2)Nc1ccccc1Cl,i,20
Cc1cc(C(=O)N2CCCC(C(=O)c3cccc(C(F)(F)F)c3)C2)n[nH]1 (stereo unspecified),i,16
CCOc1ccc(C(=O)NCC(=O)NNC(=O)c2ccco2)cc1OCC,i,54
Cc1onc(-c2ccccc2Cl)c1C(=O)NCCCc1ccccc1,i,65
CCOC(=O)c1nn(-c2ccc(C)cc2)c(=O)cc1OCC(=O)Nc1cc(C)ccc1OC,i,18
CCn1c(/C=C/c2ccccc2Cl)nc2ccccc2c1=O,i,23
COCCCNC(=O)c1cc2cc3cc(OC)ccc3nc2o1,i,48
CC1(C)CC(=O)N(c2cccc(Cl)c2)C(=O)C1,i,25
C=CCN(c1ccccc1)S(=O)(=O)c1ccc2[nH]cc(C(=O)NCCOC)c(=O)c2c1,i,29

# Reprinted from the results shown for reference:
smiles,T cell modulator,T cell modulator vesicle-bound %
CCOc1ccc(C(=O)NCC(=O)NNC(=O)c2ccco2)cc1OCC,i,54
Cc1onc(-c2ccccc2Cl)c1C(=O)NCCCc1ccccc1,i,65
CCOC(=O)c1nn(-c2ccc(C)cc2)c(=O)cc1OCC(=O)Nc1cc(C)ccc1OC,i,18

# Bioassay records from PubChem BioAssay.

# These rows are one share of the data (hit frequency here may not be typical).
